# Assay outcomes: PubChem BioAssay, several laboratories
# NR2E3 ag-1 – agonists of human NR2E3 nuclear receptor; inhibition of corepressor binding, % at 3.98 µM; CHO-S Gal4-NCOR/VP16-NR2E3 two-hybrid, luciferase; AID 602229; Q9Y5X4; 0.35% of 360,000 active;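 active = inhibition above the mean of all tested compounds plus 3 SD, cut at about 70% in these data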;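 note: 0% = DMSO with NR2E3 transfected cells and 100% = cells lacking NR2E3 construct; higher means lower luciferase signal from less NR2E3 corepressor binding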
# H9c2 protect – protects H9c2 cardiomyocytes from peroxide injury; H2O2 injury protection, ATPLite, 2 h; protection from H2O2 cell death, % at 20 µM; 0.63% of 360,000 active; AID 588492;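 active = compounds giving at least 50% protection of heart cells from peroxide-induced death in the single-dose screen, raw or plate-pattern-corrected value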;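 note: 0% = DMSO wells with peroxide and 100% = DMSO wells without peroxide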
# Peg3 prom inh – reduces Peg3 promoter-driven luciferase expression in HeLa. HeLa PEG-Prom luciferase reporter, luminescence, overnight. inhibition, % at 20 µM. 1.7% of 360,000 active. AID 588405;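 active = inhibition of at least 50% at 20 µM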
# PDI turbidity – blocks human protein disulfide isomerase activity. P07237. AID 588391. PDI insulin aggregation turbidity, A650, 90 min. inhibition, % at 10 µM. 0.052% of 350,000 active;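 active = mean inhibition across replicates of 30% or more, whatever share of single replicates reach that level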;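 note: absorbance from insulin aggregation driven by PDI reduction with DTT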
# Target sequence (P07237 whole entry, looked up): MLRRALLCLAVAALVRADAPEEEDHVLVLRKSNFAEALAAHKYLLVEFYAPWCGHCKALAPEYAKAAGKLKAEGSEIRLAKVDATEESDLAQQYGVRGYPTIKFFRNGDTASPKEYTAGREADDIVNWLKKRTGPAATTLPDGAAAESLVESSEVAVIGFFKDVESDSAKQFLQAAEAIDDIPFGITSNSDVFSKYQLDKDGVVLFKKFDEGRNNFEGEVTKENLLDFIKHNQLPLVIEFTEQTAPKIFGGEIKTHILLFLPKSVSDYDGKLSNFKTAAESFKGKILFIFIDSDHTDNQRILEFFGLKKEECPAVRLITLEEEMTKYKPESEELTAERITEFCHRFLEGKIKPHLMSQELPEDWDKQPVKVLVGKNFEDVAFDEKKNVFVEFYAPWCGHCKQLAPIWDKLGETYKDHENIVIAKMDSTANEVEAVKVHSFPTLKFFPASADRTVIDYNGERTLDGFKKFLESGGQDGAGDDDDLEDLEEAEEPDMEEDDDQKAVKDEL
# HIF-2a block – HIF-2a inhibition | 786-0 RCC cells HIF-2a reporter, luciferase luminescence, overnight | inhibition, % at 18.8 µM | 0.72% of 360,000 active;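 active = inhibition of the luminescence signal of 40% or more relative to plate controls, in a single-dose primary screen at 18.75 µM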
# hiPSC survival – increases survival of single human iPS cells; hiPSC single-cell survival, ATPlite luminescence; 100% = ROCK inhibitor wells, 0% = DMSO; survival enhancement, % at 20 µM; 0.044% of 360,000 active; AID 602274; in the data active = survival enhancement above about 18%;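 note: cells exposed to compounds for 16 hours before the ATP read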
# CaV13 FRET inh – Disruptors of the CACNA1D IQ motif to Ca2+-dependent inactivation inhibitor domain association, primary screening, Förster resonance energy transfer in intact living …. HEK cells, CFP/YFP FRET ICDI-IQ, plate reader, 10 min; percent FRET-ratio fall versus neutral wells. inhibition, % at 12.3 µM. 0.098% of 340,000 active. AID 743397;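 active = mean replicate inhibition of at least 30% and at least 1% of replicates passing that level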;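 note: 0% = median of the neutral control wells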
# NR2E3 ag-2 – activates human photoreceptor nuclear receptor NR2E3; Q9Y5X4; GST-NR2E3/biotin-RetCOR TR-FRET, 1536-well; inhibition of corepressor binding, % at 4.78 µM; 0.12% of 320,000 active; AID 2300;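 active = percent inhibition above the cutoff of mean plus 3 SD of all tested compounds, set per screening campaign, cut at about 20% in these data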;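 note: 0% = DMSO wells and 100% = biotin wells as full block of FRET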
#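 system = GST-tagged NR2E3 plus biotinylated RetCOR corepressor | input = 1.35 nM GST-NR2E3 | also added = 7 nM biotin-RetCOR | schedule = 5 h incubation at 4 °C | measured by = TR-FRET with europium anti-GST and streptavidin-D2, 340 nm excitation | read-out = percent loss of FRET ratio relative to control wells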
# m5-HT2A agonist – activates the mouse 5-HT2A serotonin receptor; P35363; CHO-K1 mHTR2A beta-arrestin complementation, luminescence; percent of 30 µM serotonin response; activation, % at 7.6 µM; 0.66% of 360,000 active;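 active = activation above a run cutoff, the mean activation of all tested compounds plus 3 SD, cut at about 14% in these data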;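 note: 0% = plate median of compound wells and 100% = 30 µM serotonin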
# Target sequence (P35363 whole entry, looked up): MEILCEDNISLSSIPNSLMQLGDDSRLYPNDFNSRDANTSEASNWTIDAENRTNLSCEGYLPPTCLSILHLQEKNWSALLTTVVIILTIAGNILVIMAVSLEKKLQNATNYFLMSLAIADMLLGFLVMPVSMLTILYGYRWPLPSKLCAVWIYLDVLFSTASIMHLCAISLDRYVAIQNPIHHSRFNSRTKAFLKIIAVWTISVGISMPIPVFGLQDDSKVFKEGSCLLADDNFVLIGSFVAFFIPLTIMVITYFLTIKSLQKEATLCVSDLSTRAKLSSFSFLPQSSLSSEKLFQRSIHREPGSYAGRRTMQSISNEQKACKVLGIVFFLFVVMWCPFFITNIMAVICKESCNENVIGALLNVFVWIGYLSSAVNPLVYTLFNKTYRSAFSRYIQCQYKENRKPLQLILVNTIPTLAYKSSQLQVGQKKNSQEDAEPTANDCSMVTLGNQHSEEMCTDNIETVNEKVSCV
# Shn3 inh set2 – reduces Shn3 3'UTR luciferase signal in osteoblasts. 0.52% of 360,000 active. Clone20 osteoblast Shn3 3'UTR firefly luciferase, 24 h. inhibition, % at 12.5 µM;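 active = mean inhibition of at least 75% with every replicate also reaching 75%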;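 note: 0% = median of neutral control wells and 100% = pilot-screen positive control compound; some compounds past the cut are filed as inactive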
# TRPM1 prom inh – inhibitors of MITF-driven TRPM1 promoter in melanoma cells | SK-MEL-5 TRPM1 promoter luciferase, 24 h | inhibition, % at 12.5 µM | 0.83% of 330,000 active;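 active = mean inhibition across replicates of 60% or more, whatever share of single replicates reaches that level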; note: values of inactives mirror those of a sister screen read the other way
# Starred values were filed as active, the others as inactive; / = not tested or not shown; & = joins results of further samples.
# Each structure is followed by: m5-HT2A agonist, H9c2 protect, HIF-2a block, TRPM1 prom inh, hiPSC survival, Shn3 inh set2, NR2E3 ag-1, CaV13 FRET inh, NR2E3 ag-2, PDI turbidity, Peg3 prom inh
O=C1CSC(c2ccccc2)N1CC(O)c1ccc([N+](=O)[O-])cc1 (stereo not drawn)
    -3, 4, 5, -65, -2.8, 30, -7, 0, 1, -3, 6
c1ccc(-c2nc(N3CCCC3)nc3ccccc23)cc1
    0, -6, 4, 11, -2.2, 13, 6, -9, -2, 1, 10
CCOC(=O)c1c(C)[nH]c(C=O)c1Cc1cccc(Cl)c1
    0, -8, 16, 12, 0.4, 14, 26, -2, -1, -2, 28
CC(C)(C)NC(=O)C1CCC(CNS(=O)(=O)c2cccc3nsnc23)CC1 (stereo not drawn)
    6, -7, 11, -8, -0.4, 0, -34, -7, -3, -1, 4
O=C(NCCCO)NC(=S)c1cccc2ccccc12
    3, 3, 11, -3, 0.9, 3, -3, -4, 4, -7, 5
COc1ccccc1C1/C(=C(\O)c2ccc3c(c2)OCCO3)C(=O)C(=O)N1CCCn1ccnc1 (stereo not drawn)
    2, 0, -50, -2, 0.4, -25, -49, -4, 5, 8, -10
CCCc1nc2ccc(NC(=O)c3cccs3)cc2c(=O)n1Cc1ccc(Cl)cc1
    -2, -6, -99, -9, 2.2, 26, -12, 3, -1, -2, -20
CC1(C(=O)NCc2ccccc2Br)CCN1C(=O)C1(c2ccc(Cl)cc2)CC1 (stereo not drawn)
    3, -1, 25, /, 3.6, -3, 14, -10, /, 7, 37
COc1cc(/C=N/N2C(C)CCCC2C)cc(OC)c1O (stereo not drawn)
    7, 6, 14, -8, 0.1, 8, 11, -17, 1, -5, 11
CN1CCN(S(=O)(=O)c2cccc(C(=O)NCCOc3ccccc3)c2)CC1
    -5, 0, 7, 2, 0.6, -25, -37, -7, -2, -4, 7
Cc1cc(F)ccc1C(O)c1ncc(-c2ccc(Cl)cc2)[nH]1 (stereo not drawn)
    -3, -7, -2, /, -2.3, 39, 7, -6, /, 9, 11
CCCCS(=O)(=O)CC(COc1ccccc1)OC(=O)c1ccccc1 (stereo not drawn)
    -4, -13, 20, -7, -2.4, 2, -29, /, 0, -1, 7
CCOc1ccc(S(=O)(=O)N(C)CC(=O)NCc2ccccn2)cc1
    -2, 2, 13, 3, -0.6, 3, -15, -7, 0, 8, -4
CCC1CCCCN1CCNC(=O)c1[nH]c(C)c(C(C)=O)c1C (stereo not drawn)
    2, -1, 4, 4, -3.4, -1, -27, -3, 2, 0, 6
COc1ccc2cc(C(=O)NCC3CCCO3)[nH]c2c1 (stereo not drawn)
    0, -4, -140, 5, 0.9, -37, -46, -19, 0, 1, -96
Cn1c(=O)c2c(ncn2CC(=O)OCC(=O)Nc2cc(Cl)ccc2C#N)n(C)c1=O
    5, 2, 26, 18, 3.5, 8, -37, -6, /, -2, 9
COc1cccc(CC(NC(C)=O)C(=O)NC2CCN(S(=O)(=O)c3ccc(C)cc3)CC2)c1OC (stereo not drawn)
    2, 1, 12, -13, 5.1, 8, 2, 3, 2, 3, -3
O=C1CC[C@@H](CN(Cc2ccccn2)Cc2nc(Cc3cccc(C(F)(F)F)c3)no2)N1
    -2, 2, 14, -5, -2.4, -7, 2, 14, 2, 2, 1
O=C(Nc1ccc(N2CCN(C(=O)c3ccco3)CC2)cc1)c1ccc(Br)cc1
    -2, 2, 6, -6, 0.1, 13, -29, -3, 1, -9, 4
Fc1cccc(CCN2C(=S)NC[C@@H]2CC2CCCCC2)c1
    11, -15, 13, -5, -2.3, 9, 16, -2, -1, 6, 16
O=C1SC(SCc2ccccc2)=N/C1=C\c1ccc(C(=O)O)cc1
    6, -1, 1, -6, -0.4, -7, 8, -4, 0, -10, 1
O=C(O)Cn1c(O)c(C=Nc2ccccc2)sc1=S
    1&0, 15&-1, 13&-8, -3&-6, -2.2&-1.9, -13&-17, -19&-24, -4&-4, -5&-1, 3&0, 1&-5
C=CCn1c(SCC(=O)Nc2c(C)n(C)n(-c3ccccc3)c2=O)nnc1-c1ccncc1
    -6, 7, 10, /, 1.7, -9, -31, -11, /, 1, 2
CC1Sc2ccc(C(=O)OCc3ccccc3Cl)cc2NC1=O (stereo not drawn)
    3, -2, -353, -185, -0.1, -86, -44, -7, -2, -2, -345
CCOc1ccc(C(=O)NCC(=O)N2CCN(c3ccccc3O)CC2)cc1
    -1, 3, 20, 2, 0.7, 8, -8, -3, 3, -7, 4
CC(C)c1ccc(CN2CCC(Oc3ccc(C(=O)N4CCCC4)cc3)CC2)cc1
    -5, -6, 24, 3, -0.4, 14, 6, -6, 1, -2, 18
O=C(NC(=S)N1CCOCC1)C12CCC3CC(CC(C3)C1)C2
    -5, 15, 13, 7, 2.1, -31, 23, -2, 3, -20, -9
CCc1ccc(C(=O)NNc2ccc(F)cc2F)cc1
    6, -2, -43, -8, 0.0, 22, -4, -3, 2, 0, -16
O=C(NC1CCCCC1)C(c1ccc2ncccc2c1)N(Cc1ccco1)C(=O)c1ccc2c(c1)OCCO2 (stereo not drawn)
    0, 56*, 10, -6, 0.5, 20, -26, -5, 1, 7, 8
CC1CN(C(=O)CN2C(=O)NC3(CCCC3)C2=O)C(=Nc2cccc(S(=O)(=O)N(C)C)c2)S1 (stereo not drawn)
    5, 1, -14, 2, -0.6, -4, -5, -7, 0, -4, -16
COc1ccc(C(=O)Nc2c(N)nc(SCC(=O)NCC3CCCO3)[nH]c2=O)cc1 (stereo not drawn)
    2, 2, 1, -1, 0.1, -5, -26, -2, 7, 7, 7
COC(=O)c1ccc2nc(-c3ccc4c(c3)OCO4)cn2c1
    -3, -27, -37, 17, -1.0, 42, -181, -2, -4, -1, -2
Cc1onc(-c2ccccc2)c1-c1nnc(COC(=O)c2ccc(F)cc2)o1
    -5, -4, 6, /, -2.0, -22, -19, -5, /, 0, 0
COc1ccc(CN2CCN(C(C)C(=O)NC(C)c3ccc(F)cc3)CC2)cc1F (stereo not drawn)
    5, -4, 4, 6, 0.1, 12, -6, -5, -1, 6, 3
COc1ccc(CNC(=O)/C=C/c2ccc(OCCCF)cc2)cc1
    4, -16, -115, -29, -1.7, 10, -38, -2, 2, -11, -71
CCN1CCC(=NNC(=O)c2ccc(C)c([N+](=O)[O-])c2)CC1
    -5, 3, -88, -11, -0.8, -17, -40, /, -1, -3, -68
C[C@H](NC(=O)c1ccccc1)C(=O)Nc1nc(-c2ccccn2)cs1
    0, 21, 18, 15, -0.5, 28, -24, -5, -1, -6, 13
O=C(c1ccc2nc[nH]c2c1)N1CCN(c2cccc(C(F)(F)F)c2)CC1
    8, 4, -8, -7, 0.1, 0, 0, /, /, 3, 6
COc1ccc(Cl)cc1NC(=O)CN(C)C(=O)Cn1cnnn1
    4, 5, 13, -4, -1.7, 0, -22, -6, /, 5, 8
C[C@@H](C(=O)O)[C@H]1C[C@]1(C)[C@H](NC(=O)OCc1ccccc1)c1ccccc1
    -4, 4, 4, 4, -3.2, -12, -16, -12, 0, 5, 24
CCCC(=O)Nc1c(-c2ccccc2OC)c(=O)c2ccccc2n1C
    -2, 8, 11, 10, 0.7, -2, -4, -5, -3, 1, -5
CC(Oc1ccccc1)C(=O)N1CCN=C1SCc1ccccc1 (stereo not drawn)
    0, 7, 10, -7, -0.6, -55, -3, -7, 6, -6, -51
CCCCNC(=O)c1cc([N+](=O)[O-])[nH]n1
    5, 3, 8, 4, -1.9, -11, -21, -8, -3, -2, 1
CS(=O)(=O)N(CC(=O)NCc1ccc2c(c1)OCO2)Cc1ccc(Cl)cc1
    -6, -30, 4, -4, -0.7, -1, -8, -1, 0, 2, -1
O=C(CN1CCCCC1)NC1CCc2cc3c(cc21)CCC3 (stereo not drawn)
    8, 5, 9, 1, -0.6, -1, 31, -20, 5, 7, 16
CCSc1nnc(C)n1-c1ccc(C(=O)O)cc1
    6, 2, 5, 4, 3.8, 0, -6, 0, -1, 3, 4
COc1ccc2sc(NC(=O)CC(C)C)nc2c1
    -1, -2, -235, -92, 4.0, -110, -91, -5, 2, -1, -252
CCOc1ccccc1NC(=O)C(NCC1CCCCC1)c1ccccc1 (stereo not drawn)
    -6, -28, 15, 12, -0.4, 8, -4, 2, -2, -4, 24
COc1ccc(NC(=O)CSCC(=O)N2CCN(C(=O)c3ccco3)CC2)cc1
    3, 2, 11, 8, -0.1, -3, -20, -2, 2, 1, 3
O=C(CN1C(=O)c2cccc3cccc(c23)C1=O)NCCCO
    -1, 2, 5, 9, -0.7, 5, -38, -4, 4, 8, -4

# Other structures follow.
# Each structure is followed by: m5-HT2A agonist, H9c2 protect, HIF-2a block, TRPM1 prom inh, hiPSC survival, Shn3 inh set2, NR2E3 ag-1, CaV13 FRET inh, NR2E3 ag-2, PDI turbidity, Peg3 prom inh
CCOC(=O)N1CCN(S(=O)(=O)c2ccc(F)c(C(=O)Nc3cccc(Cl)c3C)c2)CC1
    2, -11, -4, -1, -0.4, 8, -14, -4, -3, 6, 5
O=C(O)c1nccnc1C(=O)Nc1ccccc1N1CCOCC1
    -2, -4, 0, 1, -0.5, 5, 21, -10, 0, -2, 16
O=C(c1cc(-c2ccc(O)cc2)on1)N1CCCCCC1
    2, -6, -240, -81, -0.5, -81, -157, -3, 2, 2, -330
O=C(COC(=O)/C=C/c1ccc(OC(F)F)cc1)Nc1cccc(S(=O)(=O)N2CCCC2)c1
    -5, -9, 0, 9, -0.5, 8, 5, -4, -2, 1, 13
COC(=O)CCN(c1ccccc1)S(=O)(=O)c1ccc(OC)cc1
    4, -7, 16, 6, -0.4, 3, 0, -5, 2, -8, 3
O=C(CCC1CCCCC1=O)c1ccccc1 (stereo not drawn)
    3, 3, -75, -33, 3.1, -19, -19, -4, 0, -17, -37
C[C@H]1Cn2cnc(C(=O)Nc3ccc(CNC(=O)OC(C)(C)C)cc3)c2C(=O)N1
    -3, 7, 3, /, 9.3, -4, 2, -5, /, 0, 29
Cc1ccc(S(=O)(=O)N2C[C@H]3C(=O)C[C@@H](c4ccccc4)N(S(=O)(=O)c4ccccc4[N+](=O)[O-])[C@H]3C[C@H]2c2ccccc2)cc1
    -5, 3, 5, /, -1.0, 18, -12, -6, /, /, -14
CN(CC(=O)Nc1cccc(F)c1)C(=O)c1ccc(N2CCOCC2)c([N+](=O)[O-])c1
    9, -12, 2, 1, -0.1, 0, 9, -6, 3, 2, 10
COc1ccccc1NC(=O)CN1CCN(S(=O)(=O)c2ccc(Br)cc2)CC1
    -4, -5, 23, -7, -0.9, 7, -10, /, /, -1, 18
Cc1ccc(S(=O)(=O)N(C)C)cc1NC(=O)COC(=O)CCC1CCCC1
    -2, -2, 10, -2, 1.6, 4, 15, -14, 0, 4, 0
Cc1cc(NC(=O)C2CC(=O)N(c3cccc(Cl)c3)C2)no1 (stereo not drawn)
    -1, 2, 12, -8, -0.3, 2, 0, -4, 5, 13, 14
Cc1ccc(C)c(NC(=O)COc2cccc3c2CCN(Cc2ccccc2C)C3=O)c1
    3, -1, -87, -6, -0.1, 1, 5, -19, 1, -3, -1
